Compound activity: PubChem BioAssay, National Center for Advancing Translational Sciences (NCATS)
HCMV antiviral: human cytomegalovirus inhibition | HFF cells, HCMV-luciferase reporter, 72 h; hits give low values | activity change, negative = inhibition, % at 57.5 µM | actives 4.5% (n = 410,000) | AID 1259415; in the data active means activity change below about -60%; inconclusive means no clear call, values can overlap the other calls; inactive means above about -39%
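Compounds were evaluated in HFFs infected with an HCMV luciferase reporter virus (MOI 1 PFU/cell). Luciferase in lysates collected 72 h post infection served as the replication measure.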
AMA1 RON2 block: inhibitors of Plasmodium falciparum AMA1-RON2 interaction; AlphaScreen AMA1-biotinylated RON2 peptide binding; Potency, µM (highest dose often 58.2 µM), for inactives: top-dose activity change, negative = inhibition, usual class: inhibitors; actives 0.2% (n = 360,000); AID 720542;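 further: potency means the concentration at half of the fitted maximal effect; 0% = vehicle wells and -100% = peptide control; nearly all actives have a fitted effect of over 45% in size; some results filed as inactive show a strong effect at the top dose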
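AMA1 (3D7) with his tag at 25 nM final met compounds first, then biotinylated RON2 peptide at 25 nM; detection used donor plus acceptor beads, 10 µg/mL apiece, read by AlphaScreen after 30 min at room temperature.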
Sm TGR inh: blocks Schistosoma mansoni thioredoxin glutathione reductase; actives 3% (n = 360,000); purified TGR, DTNB reduction, TNB absorbance 405 nm; Potency, µM (series often up to 114 µM), for the others: top-dose activity change, negative = inhibition, hits mostly inhibitors; AID 485364; further: potency means the concentration at half of the fitted maximal effect; nearly all actives have a fitted effect of over 60% in size
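First, TGR (20 nM dispensed) and NADPH were mixed with compound. Second, a 15 min room-temperature incubation followed. Third, further NADPH and then DTNB were added to start the reaction. Finally, TNB absorbance was monitored kinetically.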
AmpC inh no detg: inhibitors of E. coli AmpC beta-lactamase without detergent; actives 0.52% (n = 330,000); P00811; Potency, µM (highest dose often 57.1 µM), for inactives: at the highest dose activity change, negative = inhibition, actives largely listed as inhibitors; AID 485341; AmpC nitrocefin hydrolysis, absorbance 480 nm, 0.0001% Triton;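 further: potency means the concentration at half of the fitted maximal effect; plate controls were no compound for no effect and no enzyme for full effect; nearly all actives have a fitted effect of over 20% in size; some results filed as inactive show a strong effect at the top dose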
Target sequence (P00811 whole entry, looked up): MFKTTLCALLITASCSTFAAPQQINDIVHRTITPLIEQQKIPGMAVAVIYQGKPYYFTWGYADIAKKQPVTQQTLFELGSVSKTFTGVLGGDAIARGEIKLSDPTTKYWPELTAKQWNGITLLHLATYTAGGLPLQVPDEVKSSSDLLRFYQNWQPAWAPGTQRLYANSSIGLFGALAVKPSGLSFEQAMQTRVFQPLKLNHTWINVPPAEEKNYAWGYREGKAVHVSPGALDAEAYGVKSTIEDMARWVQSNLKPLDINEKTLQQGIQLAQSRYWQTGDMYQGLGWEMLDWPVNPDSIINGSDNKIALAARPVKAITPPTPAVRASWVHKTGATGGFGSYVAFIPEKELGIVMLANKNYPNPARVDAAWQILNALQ
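AmpC (5.3 nM in the dispensed reagent) in 20 mM phosphate pH 7.0 with 0.01% (detergent screen) or 0.0001% Triton X-100 was preincubated with compounds for 15 min at room temperature. Nitrocefin was then added from an 800 uM solution, and hydrolysis was followed at 480 nm.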
LmPK inhibitor: inhibitors of Leishmania mexicana pyruvate kinase. purified LmPK, Kinase-Glo ATP luminescence, 1 h. Potency, µM (doses to about 57.5 µM), for the others: at the top dose activity change, negative = inhibition, hits mostly inhibitors. actives 0.37% (n = 290,000); further: potency means the concentration at half of the fitted maximal effect
Target sequence (Q27686 whole entry, looked up): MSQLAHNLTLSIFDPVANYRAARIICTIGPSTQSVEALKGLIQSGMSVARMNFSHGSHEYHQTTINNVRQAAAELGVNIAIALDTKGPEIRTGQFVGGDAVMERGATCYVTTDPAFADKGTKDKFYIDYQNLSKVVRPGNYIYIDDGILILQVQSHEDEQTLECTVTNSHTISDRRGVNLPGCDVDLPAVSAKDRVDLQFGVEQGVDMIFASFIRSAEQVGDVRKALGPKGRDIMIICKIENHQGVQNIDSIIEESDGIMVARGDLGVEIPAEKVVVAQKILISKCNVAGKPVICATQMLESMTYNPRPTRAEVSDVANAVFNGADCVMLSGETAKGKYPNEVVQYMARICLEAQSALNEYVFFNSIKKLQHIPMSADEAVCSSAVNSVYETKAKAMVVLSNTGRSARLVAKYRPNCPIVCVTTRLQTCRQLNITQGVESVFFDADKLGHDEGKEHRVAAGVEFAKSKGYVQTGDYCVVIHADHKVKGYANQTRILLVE
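0.1 nM LmPK, 0.5 mM PEP, 0.1 mM ADP; 50 mM imidazole pH 7.2, 7 mM MgCl2, 50 mM KCl; 1 h RT. Kinase-Glo luminescence readout, normalized to no-enzyme (full inhibition) and uninhibited wells.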
Tb PYK inh: inhibitors of Trypanosoma brucei pyruvate kinase; Q57TT1; TbPYK enzyme, Kinase-Glo Plus ATP luminescence, 45 min; Potency, µM (highest dose often 76.8 µM), without a hit: at the highest dose activity, negative = inhibition, hits mostly inhibitors; actives 0.12% (n = 410,000); AID 624173; further: potency means the concentration at half of the fitted maximal effect; nearly all actives have a fitted effect of over 50% in size
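T. brucei PYK with substrate was exposed to pin-transferred compounds across a concentration series, then started with 130 uM ADP (final). After 45 min at room temperature, Kinase-Glo Plus luminescence was read, normalized and curve-fitted.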
AmpC detergent: inhibitors of E. coli AmpC beta-lactamase with detergent | Potency, µM (top dose mostly 114 µM), for inactives: at the highest dose activity change, negative = inhibition, actives largely listed as inhibitors | P00811 | AID 485294 | AmpC hydrolysis of nitrocefin, absorbance 480 nm, 0.01% Triton | actives 0.041% (n = 370,000);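 further: potency means the concentration at half of the fitted maximal effect; 0% = no-compound wells and -100% = no-enzyme wells; nearly all actives have a fitted effect of over 25% in size; some results filed as inactive show a strong effect at the top dose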
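AmpC (5.3 nM in the dispensed reagent) in 20 mM phosphate pH 7.0 with 0.01% (detergent screen) or 0.0001% Triton X-100 was preincubated with compounds for 15 min at room temperature. Nitrocefin was then added from an 800 uM solution, and hydrolysis was followed at 480 nm.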
The depositor's hits bear a star; ? = inconclusive; nt = not tested or not shown; [ ] = another dose, or the depositor's remark. Unless noted, the call rests on the fitted dose curve; in most records, active means well fitted curve in the direction sought with a large enough effect; inconclusive means small, poorly fitted or top-dose-only effect, or another doubt; inactive means no such curve, though single readings can be large; an effect the other way counts as inactive or inconclusive. Unless noted, on the % scale 0 is the no-effect control and ±100 the full control effect.

SMILES	HCMV antiviral	AMA1 RON2 block	Sm TGR inh	AmpC inh no detg	LmPK inhibitor	Tb PYK inh	AmpC detergent
CC1CN(C(=S)Nc2cccc(F)c2)CC(C)O1 (stereo unspecified)	-11	3%	-10%	-11%	3%	0%	0%
CCOc1cc(C(=O)Nc2c(C)ccc3nsnc23)cc(OCC)c1OCC	12	21%	-3%	-2%	-1%	1%	?
CC(C)n1nnnc1C1c2ccccc2C(=O)N1CCOc1ccccc1 (stereo unspecified)	38	0%	nt	nt	nt	-5%	nt
CC(=O)c1c(C)[nH]c(C(=O)OCC(=O)Nc2cccc(S(=O)(=O)N(C)C)c2)c1C	-61*	26%	-10%	-20%	1%	-1%	-1%
CC/C(Cc1ccccc1)=N\NC(=O)c1cc([N+](=O)[O-])cc([N+](=O)[O-])c1	75	77%[activator]	0%	-23%	3%	-3%	2%
Cc1nc2c(c(=O)n1Cc1ccccc1Cl)c1nc3ccccc3nc1n2Cc1ccco1	nt	nt	2.8µM*	-1%	-4%	nt	-6%
CC(C)(C)c1ccccc1NC(=O)c1cc(-c2ccncc2)nc2ccccc12	15	-17%	nt	205%[activator]	nt	-4%	nt
CCCCn1c(SCC(=O)Nc2nnc(C)s2)nnc1-c1ccoc1C	18	-15%	10%	-1%	-3%	2%	1%
Cc1ccccc1NC(=O)COC(=O)CCc1ccccc1	5	6%	-1%	-13%	-1%	-21%	2%
O=C1C2CC=CCC2C(=O)N1c1ccc(N2CCN(c3ccccn3)CC2)c([N+](=O)[O-])c1 (stereo unspecified)	-26	8%	-2%	4%	2%	-11%	-5%
O=C(COC(=O)/C=C/c1ccc(Cl)c(Cl)c1)NC1CCS(=O)(=O)C1 (stereo unspecified)	2	24%	47%[activator]	66%[activator]	nt	3%	4%
COc1ccc(-n2c(/C=C3/C(=O)Nc4ccccc43)nc3ccccc3c2=O)cc1	?	12%	7%	-14%	4%[11.5 µM]	0%	0%
CCC1CCCCN1Cc1c(O)ccc2c(=O)c(-c3ccccc3)coc12 (stereo unspecified)	-92*	2%	-28%	-19%	-4%	4%	-2%
COc1cc(/C=N/NC(=O)Cn2ccc(C(F)(F)F)n2)cc(OC)c1OC	-2	5%	-5%	-4%	-7%	0%	7%
CC(=O)Nc1ccc(NC(=O)CSc2nc(=O)n(CCCN3CCOCC3)c3c2CCC3)cc1	-13	-8%	nt	nt	nt	-5%	nt
CCOc1cccc2cc(-c3nnc(NCc4ccc5c(c4)OCO5)s3)c(=O)oc12	?	1%	3%	-9%	-2%	3%	-1%
COc1cc(-c2ccc(N)c(OC)c2)ccc1N	2	-20%	-6%	-17%	nt	1%	2%
CC(=O)N1CCCc2cc(S(=O)(=O)N(C)CC(=O)Nc3cccc(C)c3C)ccc21	-13	nt	-1%	nt	nt	0%	-7%
Cc1cccc(N2CCN(c3nc4nonc4nc3N3CCSCC3)CC2)n1	-23	0%	10%	-4%	4%	6%	0%
O=C(Nc1ccccc1NC(=O)c1ccc(F)cc1)c1ccc(F)cc1	-32	4%	4%	-14%	1%	-7%	-2%
CCN(Cc1cc2ccccc2[nH]c1=O)C(=O)C1CCCCC1	15	1%	41%[activator]	-34%	-5%	-1%	-9%
OC1c2cc(Cl)cc(Cl)c2N=C2CCCN21 (stereo unspecified)	-16	11%	nt	nt	nt	-1%	nt
Nc1cc(=O)[nH]c(=O)n1Cc1ccccc1	3	6%	-1%	-8%	-1%	-5%	?
CCOc1ccc(C(C)NC(=O)Nc2ccccc2C(=O)OC)cc1 (stereo unspecified)	44	-3%	4%	-3%	-2%	8%	-1%
C=CCn1c(C)cc(C(=O)COC(=O)c2n[nH]c(=O)c3ccccc23)c1C	30	6%	nt	-41%	nt	1%	nt

A second format for 6 compounds above:
Compound | HCMV antiviral | AMA1 RON2 block | Sm TGR inh | AmpC inh no detg | LmPK inhibitor | Tb PYK inh | AmpC detergent
CC(C)n1nnnc1C1c2ccccc2C(=O)N1CCOc1ccccc1 (stereo unspecified) | 38 | 0% | nt | nt | nt | -5% | nt
CC(=O)N1CCCc2cc(S(=O)(=O)N(C)CC(=O)Nc3cccc(C)c3C)ccc21 | -13 | nt | -1% | nt | nt | 0% | -7%
CC(=O)Nc1ccc(NC(=O)CSc2nc(=O)n(CCCN3CCOCC3)c3c2CCC3)cc1 | -13 | -8% | nt | nt | nt | -5% | nt
O=C(COC(=O)/C=C/c1ccc(Cl)c(Cl)c1)NC1CCS(=O)(=O)C1 (stereo unspecified) | 2 | 24% | 47%[activator] | 66%[activator] | nt | 3% | 4%
CCOc1cc(C(=O)Nc2c(C)ccc3nsnc23)cc(OCC)c1OCC | 12 | 21% | -3% | -2% | -1% | 1% | ?
CCN(Cc1cc2ccccc2[nH]c1=O)C(=O)C1CCCCC1 | 15 | 1% | 41%[activator] | -34% | -5% | -1% | -9%

Back to the main list, repeating the 4 entries before the break.
SMILES	HCMV antiviral	AMA1 RON2 block	Sm TGR inh	AmpC inh no detg	LmPK inhibitor	Tb PYK inh	AmpC detergent
OC1c2cc(Cl)cc(Cl)c2N=C2CCCN21 (stereo unspecified)	-16	11%	nt	nt	nt	-1%	nt
Nc1cc(=O)[nH]c(=O)n1Cc1ccccc1	3	6%	-1%	-8%	-1%	-5%	?
CCOc1ccc(C(C)NC(=O)Nc2ccccc2C(=O)OC)cc1 (stereo unspecified)	44	-3%	4%	-3%	-2%	8%	-1%
C=CCn1c(C)cc(C(=O)COC(=O)c2n[nH]c(=O)c3ccccc23)c1C	30	6%	nt	-41%	nt	1%	nt
Cc1cccc(N2CCN(c3nnc(C(F)(F)F)s3)CC2)c1	-29	-1%	-4%	-1%	-3%	-4%	-1%
CCn1ncc(C2=NOC(C(=O)Nc3c(C)nn(Cc4ccc(F)cc4)c3C)C2)c1C (stereo unspecified)	-61*	-6%	4%	5%	3%	-3%	?
CCNS(=O)(=O)c1ccc(S(=O)(=O)N(Cc2ccccn2)C2CCCCC2)cc1	13	-10%	-1%	-7%	3%	0%	?
Cc1ccc(-c2nnc(Nc3ccc(CC(N)=O)cc3)c3ccccc23)cc1S(N)(=O)=O	-5	-4%	-12%	-28%	-1%	-6%	-3%
OCCNc1cc(-n2nc(-c3ccccc3)cc2-c2ccccc2)ncn1	71	0%	-5%	159%[activator]	3%	?	-4%
Cn1cccc1/C=N/NC(=O)CNc1cccc2ccccc12	-9	1%	0%	-25%	5%	-3%	-6%
Oc1ccc(Cl)cc1CNCc1cccc2ccccc12	-19	78%[activator]	4%	-32%	nt	-1%	5%
C=CCC1(N(C(C)=O)c2ccccc2)CCCCC1	-35	-1%	nt	0%	1%	-5%	5%
O=C(C1CCCN(S(=O)(=O)c2cccs2)C1)N1CCc2ccccc2C1 (stereo unspecified)	-26	-9%	1%	2%	-4%	-5%	?
CCOc1ccc(C2=NNC(c3cccs3)=Nc3ccc(OC)cc32)cc1	22	?	-3%	-28%	-2%	4%	-8%
COc1ccc(N/C(C)=C/C(=O)c2ccccc2)cc1	-11	-12%	-1%	-37%	-6%	-9%	3%
O=C1N/C(=C\c2nc3ccccc3s2)c2ccccc21	nt	nt	7%	-31%	?	nt	-13%
COc1ccc(/C=C(\NC(=O)c2ccc(OC)cc2)C(=O)Nc2ccccc2C(=O)O)cc1	9	3%	0%	-12%	8%	-7%	?
CC(C)OCCCNS(=O)(=O)c1ccc2c(c1)oc(=O)n2C	3	4%	-2%	-13%	2%	-1%	3%
Cc1ccc(NC(=O)Cn2c(=O)n(Cc3ccc4c(c3)OCO4)c(=O)c3ccc(C(=O)NC4CCCCC4)cc32)cc1	19	nt	8%	nt	nt	-2%	1%
COP(=O)(OC)C(Nc1ccc(Cl)cc1)c1ccccc1 (stereo unspecified)	10	-1%	-12%	60%[activator]	-2%	-1%	-13%
Cc1ccc(N2C(=O)[C@@H]3[C@H](C2=O)C2c4ccccc4C=NN2[C@@H]3C(=O)c2ccc(Cl)cc2)cc1 (stereo partly specified)	3	8%	-18%	?	-1%	7%	-11%
CCOC(=O)c1ccc(NC(=O)CSc2c3c(nc4cc(Cl)ccc24)CCCC3)cc1	1	nt	1%	nt	nt	-2%	-10%
COCCNC(=O)c1ccccc1NC(=O)c1ccccc1N(C)S(=O)(=O)c1ccc(C)cc1	-12	-6%	-8%	nt	-1%	-1%	-1%
CS(=O)(=O)N(CC(=O)N1CCN(Cc2ccccc2)CC1)c1ccccc1Br	-19	5%	0%	88%[activator]	-2%	1%	-19%
Cc1ccc(C2c3cccn3CCN2S(=O)(=O)c2ccc([N+](=O)[O-])cc2)cc1 (stereo unspecified)	-17	nt	?	nt	nt	-1%	3%
O=C(Cn1nc(C(F)(F)F)c2c1CCCC2)Nc1ccc2c(c1)OCO2	?	-4%	5%	-22%	-2%	0%	3%
C/C(=N\NC(=O)c1nnn(-c2nonc2N)c1CN1CCCCC1)c1ccccc1O	-37	57%[activator]	-4%	20%	-5%	3%	-5%
Cc1ccc(C(C)C)c(OCC(=O)Nn2c(=O)[nH]c3ccccc3c2=O)c1	15	3%	-2%	-28%	1%	-5%	2%
Cc1ccc(-c2nn(C)c(=O)c3ccccc23)cc1S(=O)(=O)NCCN1CCOCC1	52	-3%	-21%	28%	1%	-3%	?

One compound at a time (already shown):
Cc1cccc(N2CCN(c3nnc(C(F)(F)F)s3)CC2)c1 as listed: HCMV antiviral = -29; AMA1 RON2 block = -1%; Sm TGR inh = -4%; AmpC inh no detg = -1%; LmPK inhibitor = -3%; Tb PYK inh = -4%; AmpC detergent = -1%
OCCNc1cc(-n2nc(-c3ccccc3)cc2-c2ccccc2)ncn1 as listed: HCMV antiviral = 71; AMA1 RON2 block = 0%; Sm TGR inh = -5%; AmpC inh no detg = 159%[activator]; LmPK inhibitor = 3%; Tb PYK inh = ?; AmpC detergent = -4%
